# hgDAF12 agonist: H. glycines DAF-12 receptor agonists, primary screen, cell-based, luminescence, HEK293, GAL4 fusion, UAS-luciferase | Nuclear hormone receptor DAF-12 (Heterodera glycines), GAL4 fusion | HEK293 GAL4-hgDAF12 UAS-luciferase reporter, agonist luminescence; normalized to butyrate control | activation, % at 6.8 µM | 1.8% of 370,000 active | AID 687014, 2013;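 active = activation above a cutoff set at the mean of all screened compounds plus 3 SD, cut at about 10% in these data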;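 also: 0% = DMSO wells and 100% = sodium butyrate wells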
# ADAM10 inh: human ADAM10 inhibitors, primary screen, biochemical, QFRET, HTS; Disintegrin and metalloproteinase domain-containing protein 10 (Homo sapiens), O14672; recombinant ADAM10, EDANS/DABCYL FRET peptide cleavage, 3 h; inhibition, % at 7 µM; 0.62% of 370,000 active;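 active = inhibition above a per-campaign cutoff equal to the mean of compounds falling between control-based bounds plus 3 SD, cut at about 20% in these data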;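 also: 0% = DMSO wells while the 100% control is not disclosed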
# Target sequence (O14672 214-748 limits assumed): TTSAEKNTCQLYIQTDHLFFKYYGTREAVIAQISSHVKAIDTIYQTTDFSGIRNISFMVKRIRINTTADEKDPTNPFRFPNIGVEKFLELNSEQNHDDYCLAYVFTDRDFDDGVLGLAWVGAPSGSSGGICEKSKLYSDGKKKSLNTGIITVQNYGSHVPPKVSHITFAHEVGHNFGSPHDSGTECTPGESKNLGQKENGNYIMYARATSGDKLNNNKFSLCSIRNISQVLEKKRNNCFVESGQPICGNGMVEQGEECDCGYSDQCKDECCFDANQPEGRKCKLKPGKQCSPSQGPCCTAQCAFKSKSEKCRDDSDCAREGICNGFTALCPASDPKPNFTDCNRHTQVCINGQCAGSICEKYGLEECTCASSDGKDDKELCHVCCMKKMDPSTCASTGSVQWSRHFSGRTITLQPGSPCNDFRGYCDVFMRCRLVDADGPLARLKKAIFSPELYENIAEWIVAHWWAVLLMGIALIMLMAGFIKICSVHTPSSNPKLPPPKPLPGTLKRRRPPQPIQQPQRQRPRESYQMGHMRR
# NPR2 activator: human GC-B receptor activators, primary screen, HEK293 GC-B cells, cGMP TR-FRET, EC30 CNP | 0% at EC30 CNP, 100% saturating CNP | activation, % at 10 µM | 0.11% of 370,000 active;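 active = activation at 10 µM reaching about 35% in either raw or pattern-adjusted values, limit read from the data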
# sPLA2-III inh: human group III sPLA2 inhibitors, primary screen, biochemical, QFRET, BODIPY PC-A2 liposome substrate; inhibition, % at 12.2 µM; 0.56% of 370,000 active; QFRET BODIPY PC-A2 liposome hydrolysis, fluorescence; AID 743126, 2013; Group 3 secretory phospholipase A2 (Homo sapiens), Q9NZ20;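 active = inhibition above mean plus 3 SD of compounds lying within the high and low control bounds, cut at about 19% in these data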;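 also: 0% = median of test compound wells and 100% = no enzyme DMSO wells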
# Target sequence (Q9NZ20 whole entry, looked up): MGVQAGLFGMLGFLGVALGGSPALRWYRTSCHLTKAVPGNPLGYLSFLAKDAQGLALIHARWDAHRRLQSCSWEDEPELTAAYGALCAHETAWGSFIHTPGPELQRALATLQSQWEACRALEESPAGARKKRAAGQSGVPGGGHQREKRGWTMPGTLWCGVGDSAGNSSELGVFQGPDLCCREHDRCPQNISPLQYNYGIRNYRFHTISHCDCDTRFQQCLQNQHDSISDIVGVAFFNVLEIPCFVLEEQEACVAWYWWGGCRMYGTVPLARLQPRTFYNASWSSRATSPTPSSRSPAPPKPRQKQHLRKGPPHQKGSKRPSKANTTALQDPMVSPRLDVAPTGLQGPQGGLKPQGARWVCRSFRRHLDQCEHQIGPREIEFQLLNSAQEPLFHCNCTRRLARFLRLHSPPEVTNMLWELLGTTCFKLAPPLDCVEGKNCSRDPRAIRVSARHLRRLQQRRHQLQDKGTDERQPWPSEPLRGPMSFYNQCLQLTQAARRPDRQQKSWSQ
# NPR1 activator: GC-A stimulated cGMP production enhancers – HEK293 GC-A cells, cGMP TR-FRET, EC30 ANP, primary screen | 0.14% of 370,000 active | 0% at EC30 ANP, 100% saturating ANP | Atrial natriuretic peptide receptor 1 (Homo sapiens), P16066 | activation, % at 10 µM; in the data active = activation above about 40%
# DAX1 inh-1: DAX1 (NR0B1) inhibitors, primary screen, cell-based, HEK293, Gal4-DAX1, luciferase luminescence; HEK293 Gal4-DAX1 luciferase reporter; inhibition, % at 6.75 µM; 0.99% of 340,000 active; AID 504766, 2011;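 active = inhibition above the mean over all tested compounds plus 3 SD, cut at about 4.2% in these data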;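 also: 0% = DAX1-transfected cells with DMSO and 100% = empty-vector control cells with DMSO; inhibition shows as a rise in luminescence from relieved DAX1 repression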
# hcDAF12 agonist: H. contortus DAF-12 nuclear receptor activators, primary screen, cell-based, luminescence, HEK293, lit1-tk-luc reporter. AID 652067, 2013. HEK293 hcDAF-12 lit1-tk-luc reporter; 0% DMSO, 100% Δ7-dafachronic acid. activation, % at 6.8 µM. 1.4% of 370,000 active;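 active = activation above the mean of all tested compounds plus 3 SD, cut at about 5.5% in these data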;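 also: 100% = response to 3 µM Δ7-dafachronic acid high control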
# SMARCA2 act: SMARCA2 (BRM) function activators, primary screen, cell-based, luminescence, high throughput; 1% of 370,000 active; activation, % at 9.1 µM; MG213 cells, MMTV-luciferase reporter, dexamethasone, overnight; AID 652017, 2013; in the data active = activation above about 7.8%;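 also: 0% = vehicle wells and 100% = reference activator wells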
# FXN GAA850 act: FXN promoter activators, primary screen, cell-based, luciferase luminescence, HEK293 lucGAA850. 0.56% of 360,000 active. HEK293 lucGAA850 FXN promoter luciferase reporter, 24 h; percent of 10 µM SAHA response. activation, % at 6 µM;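 active = activation above the average of all compounds screened plus 3 SD, cutoff fixed separately per campaign, cut at about 7.5% in these data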;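 also: 0% = DMSO wells and 100% = 10 µM SAHA wells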
# ssDAF12 agonist: S. stercoralis DAF-12 nuclear receptor activators, primary screen, cell-based, luminescence, HEK293, GRIP1 co-expression, lit1-tk-luc | HEK293 ssDAF-12/GRIP1 lit1-tk-luc reporter; % of 3 µM dafachronic acid response | activation, % at 6.8 µM | 1% of 370,000 active | AID 652126, 2013;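 active = activation above the mean over all tested compounds plus 3 SD, cut at about 0.9% in these data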;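 also: 0% = DMSO-only wells and 100% = 3 µM delta7-dafachronic acid wells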
# DAX1 inh-2: DAX1 (NR0B1) inhibitors on StAR promoter, primary screen, cell-based, luminescence, SF-1 (NR5A1), full-length DAX-1 | HEK293T StAR-luciferase reporter, SF-1/DAX-1 repression relief | 1.1% of 370,000 active | AID 652010, 2013 | inhibition, % at 6.8 µM;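 active = inhibition above the mean over all tested compounds plus 3 SD, cut at about 3.6% in these data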;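 also: 0% = DAX-1 cells with DMSO and 100% = cells lacking DAX-1 with DMSO; higher inhibition means more luminescence from relief of DAX-1 repression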
# Starred values were filed as active, the others as inactive; . = no result given.
# Start of the listing, in advance:
SMILES,hgDAF12 agonist,ADAM10 inh,NPR2 activator,sPLA2-III inh,NPR1 activator,DAX1 inh-1,hcDAF12 agonist,SMARCA2 act,FXN GAA850 act,ssDAF12 agonist,DAX1 inh-2
CC(C)(C)N(NC(=O)NCCCl)C(=O)c1ccccc1Cl,-4.7,1,3,4,-1,.,1.7,4,.,-0.4,-0.8
Cc1ccc(S(=O)(=O)N(C)CC(=O)N2CCCCCC2)cc1,-0.5,0,5,15,-2,-0.3,-1.5,-3,-1.0,-1.4,-0.1

# This part in full, previewed entries included:
SMILES,hgDAF12 agonist,ADAM10 inh,NPR2 activator,sPLA2-III inh,NPR1 activator,DAX1 inh-1,hcDAF12 agonist,SMARCA2 act,FXN GAA850 act,ssDAF12 agonist,DAX1 inh-2
CC(C)(C)N(NC(=O)NCCCl)C(=O)c1ccccc1Cl,-4.7,1,3,4,-1,.,1.7,4,.,-0.4,-0.8
Cc1ccc(S(=O)(=O)N(C)CC(=O)N2CCCCCC2)cc1,-0.5,0,5,15,-2,-0.3,-1.5,-3,-1.0,-1.4,-0.1
CCOP(=O)(OCC)/C(=N/OC(=O)c1ccc(OC)cc1)C(N)=O,-1.9,-8,9,7,11,1.1,0.8,-3,2.8,-1.1,-0.2
C[N+]1(CCC(=O)c2ccccc2)CCCCC1,-3.4,-6,0,14,73*,0.7,-0.6,-4,0.2,1.7*,-0.3
O=C(O)COc1ccccc1/C=N/NC(=O)CNC(=O)c1ccco1,0.7,-5,4,0,-6,0.0,-0.4,-1,1.2,-0.9,-0.3
O=C(NCC1CCCO1)C(c1ccncc1)N(Cc1cccs1)C(=O)Cn1nnc(-c2ccc(F)cc2)n1 (stereo not given),-1.9,0,-4,2,-6,-0.6,-2.4,-5,-1.0,-0.5,-1.1
COc1cc(C(C(=O)Nc2c(C)cccc2C)N(C)C(=O)c2ccc(-n3cnnn3)cc2)ccc1O (stereo not given),4.5,2,0,2,4,-0.9,0.9,-1,2.2,-0.3,-0.3
Cc1ccc(C(=O)N2CCN(c3ccccc3)CC2)cc1NC(=O)c1ccco1,-1.7,-3,2,-1,-2,0.1,-0.4,-2,2.2,-1.4,-0.5
COc1ccc(CCNC(=O)COc2ccc3c(C)cc(=O)oc3c2)cc1,3.9,-31,1,4,-7,-1.1,1.3,3,-1.5,-0.7,-0.3
COc1ccc2c(CC(=O)Nc3nc(C)cs3)coc2c1,2.2,-3,7,-7,-3,0.3,-1.6,1,1.5,-1.1,-0.6
Cc1ccc(C(=O)NC2CCCC2)cc1S(=O)(=O)N1CCCCC1,0.5,-3,6,6,-3,0.1,0.3,-2,0.3,-1.1,0.4
CCOC1C(=O)NC(=O)N1Cc1ccccc1 (stereo not given),-0.1,7,2,-1,-2,-0.2,-1.8,-3,2.5,-1.6,0.1
Fc1ccc(CCN2CCN=C2Nc2ccccc2)cc1,-0.9,1,-1,5,-1,0.4,-1.3,-1,-1.8,-1.3,0.4
COc1ccc(S(=O)(=O)N2Cc3ccccc3CC2C(=O)Nc2ccc3c(c2)OCO3)cc1 (stereo not given),1.2,10,-1,-13,-2,0.7,3.9,2,3.7,-0.9,-1.0
CN1CCN(C(=O)c2cn(-c3ccccc3)nc2-c2cccs2)CC1,-2.7,5,0,-7,3,-1.6,-1.4,-2,1.8,-1.0,-0.2
CC(C)C[C@@H](CN1C(=O)C(=O)NC[C@@H]1CC(C)C)NC(=O)Cc1ccccc1,-0.1,2,-2,2,4,-0.3,-0.5,1,0.5,-0.9,-0.3
O=C(N[C@H](Cc1ccccc1)C(=O)N1CCCN(Cc2ccccc2F)CC1)[C@H]1O[C@@H](n2ccc(=O)[nH]c2=O)[C@H](O)[C@@H]1O,6.3,-8,8,2,3,.,1.1,-4,.,0.0,-0.3
CC1CCC(NC(=O)CC(C)(C)Cc2nc3ccccc3c(=O)[nH]2)CC1 (stereo not given),-5.7,-12,-2,-18,-3,-2.7,-3.5,0,-5.5,-2.5,-2.0
CCOc1ccc(CNCCN2CCCC2)cc1,-2.1,2,3,-12,4,-2.2,-3.2,-3,0.7,-1.0,-0.3
CC1=C(C(=O)Nc2ccc(Cl)cc2)C(c2cccs2)n2nnnc2N1 (stereo not given),0.1,1,-12,-10,-5,0.0,-1.0,-5,-1.8,-1.8,-0.4
COc1ccc(Cc2c(-c3cccc(Cl)c3)nc3c(C)cc(Br)cn23)c(C)c1,-2.9,-5,2,11,0,.,-0.6,-5,.,-0.8,-3.0
O=C(CSc1nnc(-c2cccs2)o1)N1CCc2ccccc21,1.8,-4,-4,-2,3,0.3,0.6,1,-0.1,-0.7,0.0
COc1ccc(Br)cc1/C(C)=N/NC1=NCCN1,-5.4,2,-5,-3,-2,-2.3,-3.0,-2,-3.1,-2.1,-3.0
O=C1CSC(c2cccnc2)N1c1cccc(Cl)c1 (stereo not given),1.5,-5,-9,-1,-7,0.6,2.0,-1,1.9,-0.9,0.0
CN(C(=O)CN1CCN(c2cc(-c3cccc4oc5ccccc5c34)ncn2)CC1)c1ccccc1,-1.5,-4,6,-16,-5,.,-0.4,0,-0.6,-1.6,-1.6

# A stretch of the results above, as a working copy:
SMILES,hgDAF12 agonist,ADAM10 inh,NPR2 activator,sPLA2-III inh,NPR1 activator,DAX1 inh-1,hcDAF12 agonist,SMARCA2 act,FXN GAA850 act,ssDAF12 agonist,DAX1 inh-2
CC(C)(C)N(NC(=O)NCCCl)C(=O)c1ccccc1Cl,-4.7,1,3,4,-1,.,1.7,4,.,-0.4,-0.8
Cc1ccc(S(=O)(=O)N(C)CC(=O)N2CCCCCC2)cc1,-0.5,0,5,15,-2,-0.3,-1.5,-3,-1.0,-1.4,-0.1
CCOP(=O)(OCC)/C(=N/OC(=O)c1ccc(OC)cc1)C(N)=O,-1.9,-8,9,7,11,1.1,0.8,-3,2.8,-1.1,-0.2

# Additional compounds follow.
SMILES,hgDAF12 agonist,ADAM10 inh,NPR2 activator,sPLA2-III inh,NPR1 activator,DAX1 inh-1,hcDAF12 agonist,SMARCA2 act,FXN GAA850 act,ssDAF12 agonist,DAX1 inh-2
O=[N+]([O-])c1ccccc1NCCOc1ccccc1,8.6,6,0,-2,-2,-1.0,2.2,6,6.6,-0.5,0.6
Cc1ccc(-n2nc3c(c2NC(=O)/C=C\c2ccc4c(c2)OCO4)CSC3)c(C)c1,2.5,-77,-14,19,-11,-0.5,1.1,-4,-0.5,-0.5,0.6
O=C(NC(=S)Nc1ccccc1Cl)c1cnn2c(C(F)(F)F)cc(C(F)(F)F)nc12,1.3,0,-4,-3,0,.,1.5,-3,0.6,-0.3,-0.1
O=C(CSc1ncccn1)NCC1CCCO1 (stereo not given),-0.5,-7,3,-1,2,0.1,1.3,4,-1.3,-0.4,0.4
COC(=O)CC1C(=O)NCCN1C(=O)Nc1ccc(Cl)c(Cl)c1 (stereo not given),-3.0,1,2,4,1,-0.2,-0.1,-3,2.5,-1.2,0.5
O=C(COC(=O)c1ccc(F)cc1Cl)NC(=O)NC1CCCC1,-3.8,0,-2,-1,4,-0.4,0.1,-3,0.8,-1.1,-0.5
O=C(O)CCCC[n+]1ccccc1,1.2,-14,8,4,3,.,-0.8,0,.,-1.5,0.5
Cc1cccc(CSc2nc3c(c(=O)[nH]2)CCCC3)c1,-1.8,-4,-2,3,-7,-1.1,3.3,-2,-2.6,-0.8,-0.1
Cc1ccc(-n2c(SCC(=O)Nc3ccc(Oc4ccccc4)cc3)nnc2-c2ccco2)cc1,-1.5,0,-8,-7,-2,.,-1.8,-5,.,-1.4,-2.7
Cc1cccc(OCC(=O)NCc2nnc3ccc(C(F)(F)F)cn23)c1C,-1.9,-5,-5,-3,0,0.4,0.3,5,0.1,-0.7,0.3
CCCCOP(=O)(OCCCC)C(Nc1ccccc1)c1ccc2c(c1)OCO2 (stereo not given),-2.3,0,-17,-2,-40,1.8,1.6,-2,-1.3,-1.6,-0.5
Cc1ccc(S(=O)(=O)N2CCC(C)CC2)cc1,-0.6,6,2,-1,1,0.4,-2.4,-2,0.0,-0.9,-0.5
CN(NC1OC(=O)c2ccccc21)c1ccccc1[N+](=O)[O-] (stereo not given),-2.1,0,3,-1,0,8.0*,1.0,2,-0.4,-1.4,0.0
COc1ccccc1-c1n[nH]nc1C1=CC(=O)C[C@H](c2ccc(F)cc2)C1,-1.9,-4,2,-19,-2,-1.7,-3.1,-2,0.6,-1.2,-0.3
Cc1ccc(NC(=O)CSc2nnc(CN3CCOCC3)n2C)cc1C,-2.0,-1,1,3,4,0.0,0.4,3,-1.9,-0.6,-0.5
CC1CCCCN1CCNC(=O)c1cnn2ccccc12 (stereo not given),0.7,-34,4,-4,0,2.1,-0.7,-1,-0.8,-0.8,0.9
CN(C)CCN1CCN(C2CN(Cc3cn(Cc4ccc(Cl)cc4)nn3)S(=O)(=O)C2)CC1 (stereo not given),4.8,-1,-4,-2,-4,.,-1.2,-3,.,-1.8,2.2
CCN(CC)S(=O)(=O)c1ccc(OC)c(NC(=O)C2CC(=O)N(c3ccc(C)cc3)C2)c1 (stereo not given),-3.0,9,0,-8,-5,0.1,-1.9,-1,0.9,-1.1,-0.3
CCOc1ncccc1C(=O)OCC(=O)c1cccc(Br)c1,-0.2,0,1,-7,4,-0.8,-2.0,-3,-0.8,-0.8,-0.3
COc1ccc(S(=O)(=O)Nc2ccccc2Cl)cc1NC(C)=O,7.6,-1,3,-2,-2,-0.5,0.7,0,-0.2,-0.7,-0.1
CC(=O)Nc1ccc(S(=O)(=O)Nc2cccc(C(=O)NC(C)(C)C)c2)cc1,-1.8,8,4,-7,6,0.0,-0.8,-1,-0.7,-1.6,-0.3
COc1ccc(N(C(C)C(=O)Nc2ccc(S(=O)(=O)N3CCOCC3)cc2)S(C)(=O)=O)cc1 (stereo not given),-1.0,5,2,-31,2,-0.2,3.7,-1,-0.9,-1.4,0.4
CCN(CC)S(=O)(=O)c1ccc(N2CCN(C)CC2)c(NC(=O)COc2ccc(F)cc2Cl)c1,-0.5,7,17,-27,10,-1.5,-2.3,-2,-2.9,-1.1,0.2
O=C(NCc1ccccc1)c1cc2ccccc2oc1=O,0.9,-69,3,16,2,1.8,1.4,-1,2.4,-0.1,1.0

# Screening results as filed in PubChem.
